Source: PubChem
RECQ1 helicase: RECQ1 (human) helicase inhibition; P46063; RECQ1 DNA unwinding, red fluorescence kinetic read; actives 0.54% (n = 240,000); Potency, µM (titrated, usually from 57.3 µM), for the others: at the highest dose activity, negative = inhibition, hits mostly inhibitors;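 note: plate controls were vehicle for no effect and no enzyme for full effect; nearly all actives have a fitted effect of over 30% in size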
Target sequence (P46063 whole entry, looked up): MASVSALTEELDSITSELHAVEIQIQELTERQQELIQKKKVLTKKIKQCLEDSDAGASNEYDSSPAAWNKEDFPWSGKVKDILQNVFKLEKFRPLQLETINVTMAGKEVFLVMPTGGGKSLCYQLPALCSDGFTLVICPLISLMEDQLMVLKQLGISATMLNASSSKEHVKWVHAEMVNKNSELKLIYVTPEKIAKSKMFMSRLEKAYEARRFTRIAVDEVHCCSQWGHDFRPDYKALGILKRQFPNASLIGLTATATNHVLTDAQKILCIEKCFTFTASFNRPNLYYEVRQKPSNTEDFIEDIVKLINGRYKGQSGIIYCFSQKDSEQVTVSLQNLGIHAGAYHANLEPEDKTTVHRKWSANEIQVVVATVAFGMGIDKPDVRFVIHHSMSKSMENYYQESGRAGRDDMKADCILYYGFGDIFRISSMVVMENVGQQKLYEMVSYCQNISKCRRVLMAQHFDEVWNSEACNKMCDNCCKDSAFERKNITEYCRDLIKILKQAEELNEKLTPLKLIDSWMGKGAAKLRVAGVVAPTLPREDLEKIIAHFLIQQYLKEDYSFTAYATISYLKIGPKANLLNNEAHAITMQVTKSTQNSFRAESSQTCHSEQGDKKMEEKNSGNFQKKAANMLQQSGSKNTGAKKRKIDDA
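50 nM RECQ1T1 preincubated 15 min with compound in Tris pH 8.0 buffer with MgCl2, DTT, Tween-20 and 2.5 ug/ml poly(dI-dC); started with 200 nM TAMRA/BHQ-2 forked duplex and 2 mM ATP. Unwinding read as fluorescence (525/598 nm), two reads 2 h apart.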
NPSR antagonist: antagonists of human neuropeptide S receptor cAMP signaling | Potency, µM (titrated, usually from 38.3 µM), without a hit: at the top dose activity change, negative = inhibition, most hits filed as inhibitors | Q6W5P4 | CHO-NPSR cells, cAMP TR-FRET, antagonist mode | AID 1461 | actives 1% (n = 220,000); note: % is set by controls: 0 for no effect and ±100 for the full control effect; nearly all actives have a fitted effect of over 50% in size; many of its hits are not listed in these tables
Target sequence (Q6W5P4 whole entry, looked up): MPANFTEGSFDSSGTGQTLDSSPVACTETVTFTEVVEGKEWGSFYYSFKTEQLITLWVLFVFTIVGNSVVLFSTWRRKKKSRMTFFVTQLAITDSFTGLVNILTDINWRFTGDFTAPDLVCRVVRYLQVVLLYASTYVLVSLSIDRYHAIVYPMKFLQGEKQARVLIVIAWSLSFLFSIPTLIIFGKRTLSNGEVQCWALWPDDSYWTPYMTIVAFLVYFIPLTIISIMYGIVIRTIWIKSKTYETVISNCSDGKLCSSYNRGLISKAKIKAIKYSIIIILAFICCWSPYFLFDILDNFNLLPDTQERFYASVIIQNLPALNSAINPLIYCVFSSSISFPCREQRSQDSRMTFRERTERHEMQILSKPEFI
KinaseGlo FLuc: Kinase-Glo luciferase inhibition (counter-screen). Kinase-Glo luciferase, ATP luminescence, 8 min. Potency, µM (series often up to 38.3 µM), for the others: top-dose activity change, negative = inhibition, hits mostly inhibitors. actives 0.28% (n = 200,000); note: % is set by controls: 0 for no effect and ±100 for the full control effect; nearly all actives have a fitted effect of over 60% in size
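Compound is pinned into ATP-containing buffer (10 uM ATP, imidazole pH 7.2, 7 mM MgCl2). Kinase-Glo luciferase reagent is then added. Light output is recorded following an 8-min room-temperature incubation.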
IMPase Li inh: membrane-permeable IMPase blocker, potentiated with lithium. CHO-M1 cells, IP1 TR-FRET (IP-One), carbachol + lithium. Potency, µM (doses to about 59.4 µM), without a hit: at the highest dose activity, negative = IMPase inhibition, actives largely listed as inhibitors. actives 0.35% (n = 210,000);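 note: IP1 builds up when IMPase is blocked and the TR-FRET signal falls; plate controls were basal vehicle for no effect and high inhibitor control for full effect; nearly all actives have a fitted effect of over 50% in size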
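Steps: plate 2000 CHO-M1 cells per well and culture 16–30 h; add compound and lithium; incubate 30 min, 37C; add d2-IP1 tracer and Eu cryptate anti-IP1 antibody in lysis buffer; read after 10 min at room temperature.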
SMN2 splice enh: enhancers of SMN2 splice variant expression; HEK293 SMN2-luciferase splicing reporter, luminescence, 30-36 h; Potency, µM (highest dose often 46.1 µM), inactives show at the highest dose activity change, positive = activation, usual class: activators; actives 2.8% (n = 210,000); note: % of control where 0% means no effect; nearly all actives have a fitted effect of over 55% in size
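HEK293 cells carry an SMN2 minigene-luciferase reporter in which exon 7 inclusion puts luciferase in frame. Cells were seeded at 2000 cells/well, attached for 10-12 hours, then exposed to compounds for 30-36 hours at 37C before ONE-Glo luminescence.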
GoLoco inh red: blocks human Gai1 binding to RGS12 GoLoco peptide, red readout; Potency, µM (titrated, usually from 61.6 µM), inactives show top-dose activity, negative = inhibition, usual class: inhibitors; AID 880; Gai1:RGS12 GoLoco peptide FP, rhodamine, 10 min; actives 0.44% (n = 230,000); active = well fitted inhibition curve with a large enough effect, not every such curve was filed as active; inactive = no such curve, though single readings can be large or run the other way; note: % is set by controls: 0 for no effect and ±100 for the full control effect; nearly all actives have a fitted effect of over 30% in size; many of its hits are not listed in these tables
Epigenetic derep: regulators of epigenetic silencing causing reporter derepression in mouse cells | murine LDR cells, GFP reporter derepression, 30 h | Potency, µM (top dose mostly 53.9 µM), inactives show at the highest dose GFP activation, most hits filed as activators | actives 0.2% (n = 280,000) | AID 1865; note: % of control where 0% means no effect; nearly all actives have a fitted effect of over 60% in size
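Derepression of a silenced CMV-GFP reporter in murine LDR cells is scored by enumerating GFP-positive cells with a laser-scanning microplate cytometer after 30 hours of treatment at 37 C.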
JMJD2E inh: blocks human JMJD2E demethylase activity | JMJD2E catalytic domain, FDH-coupled NADH fluorescence (FDH is formaldehyde dehydrogenase) | Potency, µM (top dose mostly 57.1 µM), for the others: at the top dose activity change, negative = inhibition, hits mostly inhibitors | actives 1.6% (n = 230,000) | AID 2147; active = well fitted inhibition curve with a large enough effect, not every such curve was filed as active; inconclusive = small, poorly fitted or top-dose-only effect, or another doubt; inactive = no such curve, though single readings can be large or run the other way;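 note: 0% = wells with enzyme and -100% = buffer wells without enzyme; nearly all actives have a fitted effect of over 50% in size; many of its hits are not listed in these tables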
* = called active by the depositor; i = inactive; ? = inconclusive; / = not tested or not shown; & = joins results of further samples; [ ] = dose if it differs, or a comment. Unless noted, calls come from the whole dose curve; as a rule, active = well fitted curve in the direction sought with a large enough effect; inconclusive = small, poorly fitted or top-dose-only effect, or another doubt; inactive = no such curve, though single readings can be large; an effect the other way counts as inactive or inconclusive. Potency is the fitted concentration of half-maximal effect. Only part of the results is shown (hit frequency here may not be typical).

The line under a structure holds: KinaseGlo FLuc	SMN2 splice enh	Epigenetic derep	IMPase Li inh	RECQ1 helicase	GoLoco inh red	JMJD2E inh	NPSR antagonist
COc1ccc(/C(O)=C2/C(=O)C(=O)N(Cc3cccnc3)C2c2ccco2)cc1OC (stereo not given)
 : 2%	2%	3.2%	?	-5%	29%	-3%	17%[46.1 µM]
Fc1ccc(CSc2ncnc3sc4c(c23)CCCC4)cc1
 : 0%	-28%	4.7%	2%[38.3 µM]	-10%	0%	3%	-20%[46.1 µM]
Cc1cc(/C=N/NC(=O)C(O)(c2ccccc2)c2ccccc2)c(C)n1-c1ccccc1
 : 0%	?	1.1%	1%	4%	8%	-2%	?
CCOC(=O)c1c(N)sc2c1CCC(C)C2 (stereo not given)
 : -3%	1%	2.0%	-5%[38.3 µM]	-7%	-4%	?	-19%[46.1 µM]
CC(=O)Nc1cccc(C(=O)/C=C/c2cccs2)c1
 : -2%	8%	-0.9%	2%	i	11%	-5%	-36%
Cc1cccc(C)c1NC(=O)C/C(N)=N/O
 : -2%	-8%	-1.1%	4%[38.3 µM]	6%	5%	-4%	4%[46.1 µM]
CCCCCc1cc(=O)oc2c(C(CCN3CCCC(C)C3)c3ccc(N(C)C)cc3)c(OC)cc(OC)c12 (stereo not given)
 : /	/	0.5%	/	-8%	3%	?	?
COc1ccccc1CCNC(=O)c1csc2c1CCCC2
 : -1%	-44%[inhibitor]	-0.2%	10%	1%	8%	-4%	-47%
Nc1nnc(CC(=O)N/N=C/c2ccc(-c3ccc(Cl)cc3Cl)o2)s1
 : /	/	5.0%	/	17%	71%[activator]	-14%	10%
OCn1ncn(-c2ccccc2)c1=S
 : -5%	22%	1.0%	11%[38.3 µM]	-4%	6%	8%	-5%[46.1 µM]
O=C(CCOc1ccccc1)NCc1ccccc1
 : -6%	-6%	0.0%	13%[38.3 µM]	?	3%	3%	-5%[46.1 µM]
CC(C)CN1C(=O)NC(NS(=O)(=O)c2ccc(N)cc2)(C(F)(F)F)C1=O (stereo not given)
 : -2%	-2%	2.6%	9%	-8%	0%	0%	12%
CCc1nnc(NC(=O)c2ccc(S(=O)(=O)N3CCCc4ccccc43)cc2)o1
 : -3%	-41%[inhibitor]	-0.7%	24%[38.3 µM]	-10%	-7%	?	-6%[46.1 µM]
Cc1cc(NC(=O)c2ccc(C)s2)n(-c2nc3ccccc3[nH]2)n1
 : -7%	-19%	-1.0%	-4%	5%	-9%	-1%	-47%
CC(=O)N1CCN(C(=O)c2ccc(-n3c(C)ccc3C)cc2)CC1
 : /	/	-0.9%	/	-3%	/	-13%	4%[46.1 µM]
CC(C)OP(=O)(OC(C)C)/C(C=O)=N\Nc1ccc([N+](=O)[O-])cc1
 : /	/	-1.0%	/	-1%	-4%	-3%	?
O=C(CN1C(=O)C2CC=CCC2C1=O)Nc1nnc(SCc2c(Cl)cccc2Cl)s1 (stereo not given)
 : -5%	19%	0.0%	19%[38.3 µM]	i	35%[activator]	-6%	-17%[46.1 µM]
Cc1nc(CN2CCCCC2)c(O)c(=O)[nH]1
 : 0%[7.66 µM]	-19%[9.22 µM]	/	1%	/	1%[14.2 µM]	/	/
CC(=O)N1CCc2cc(S(=O)(=O)NC(CC(C)C)C(=O)Nc3ccc4c(c3)OCCO4)ccc21 (stereo not given)
 : 4%	?	0.0%	30%[38.3 µM]	i	-5%	6%	-16%[46.1 µM]
O=C(Cn1cccc1C(=O)c1ccccc1)NCc1ccc(Cl)cc1
 : 0%	22%&5%	0.0%&-2.3%	2%	?	-6%	-1%	13%
Cc1ccc(Cl)cc1NC(=O)C[n+]1ccc(Cc2ccc([N+](=O)[O-])cc2)cc1
 : 1%	-8%	-2.2%	9%	-12%	5%	-8%	-44%
c1ccc(-n2nnnc2Oc2cccc3cccnc23)cc1
 : 5%	9%	0.0%	-5%	-3%	-2%	6%	4%[46.1 µM]
COC(=O)C1=C(C(=O)OC)[C@@H]2N(Cc3ccccc3)c3ccccc3[C@@]23C[C@@H](CO)N(C(=O)NC2CCCC2)C3=N1
 : /	/	0.5%	/	i	4%	7%	11%
CCOc1ccccc1C1N=C(c2ccc(OC)cc2)CC(c2ccccc2O)N1 (stereo not given)
 : 0%	/	?	3%	-12%	6%	-21%	23%
O=C(Nc1nnc(-c2ccco2)o1)c1cccc2ccccc12
 : -2%	2%	-1.1%	-7%	-8%	-10%	2%	20%
Cc1ccc(S(=O)(=O)c2ccc(NN)cc2)cc1
 : 2%	-3%	0.0%	4%	-11%	1%	-29%	-11%
COCCNC(=O)CCCCCn1c(=S)[nH]c2ccccc2c1=O
 : -4%	-22%	0.0%	-10%[38.3 µM]	-6%	8%	-3%	-13%[46.1 µM]
NC(=O)c1ccsc1NC(=O)CSc1nnc(Nc2ccccc2)s1
 : -6%	-9%	2.2%	10%	i	16%	1%	8%
CCOC(=O)c1nn(-c2ccccc2)c(=O)cc1SC(C)CC (stereo not given)
 : 1%	-7%	-1.8%	-3%[38.3 µM]	-12%	0%	-4%	-15%[46.1 µM]
CCN(Cc1ccccc1)S(=O)(=O)c1cc(C(=O)c2c(N)n(C)c(=O)n(C)c2=O)ccc1OC
 : 2%	0%	-0.6%	2%	-5%	2%	9%	-12%
Cc1oc(C)c(C(=O)NCCCC(=O)O)c1C(=O)NCCCC(=O)O
 : -2%	-6%	0.2%	-3%[38.3 µM]	-1%	10%	-6%	-5%[46.1 µM]
Cc1ccc(-n2nnnc2SCCNS(=O)(=O)c2ccccc2)cc1C
 : 1%	-26%	0.0%	34%[activator][38.3 µM]	-1%	1%	7%	-9%[46.1 µM]
COc1ccc(CC(=O)OCc2cc3cccc(C)c3[nH]c2=O)cc1
 : 6%	12%	1.1%	?	-1%	-11%	?	-9%[46.1 µM]
Cc1cc(OCC(=O)N[C@@H](Cc2ccccc2)c2nc3ccccc3[nH]2)ccc1Cl
 : 0%	4%	0.0%	0%	-2%	21%	-10%	-34%
CC(C)(C)n1nc2c(c1NC(=O)COc1ccc3ccccc3c1)CS(=O)C2 (stereo not given)
 : -1%	-20%	1.0%	-10%[38.3 µM]	-8%	5%	1%	-10%[46.1 µM]
CC1Cc2ccccc2N1C(=O)COC(=O)C1=COCCO1 (stereo not given)
 : 6%	-12%	2.5%	-9%[38.3 µM]	-14%	-4%	7%	-29%[46.1 µM]
COc1cc(C)cc(OC)c1/C=C\C(=O)O
 : -3%[7.66 µM]	-50%[inhibitor][9.22 µM]	/	0%	/	2%[14.2 µM]	/	/
NC(N)=NC(N)=Nc1cccc2ccccc12
 : /	/	-1.0%	/	-6%	-2%	-3%	11%
O=c1[nH]c(=O)c2nc(-c3ccc(Cl)cc3)cnc2[nH]1
 : -2%	-5%	0.8%	-2%	-12%	3%	?	-11%
O=C(N=Nc1c(O)[nH]c2ccccc12)c1cc(-c2cccs2)[nH]n1
 : /	/	-3.1%	/	-22%	-4%	-5%	-16%
CSC1=NSC2=NC(=O)/C(=C\c3cccs3)C(=N)N12
 : -11%	0.5µM*	0.1%	1%	-7%	7%	-5%	-35%
Cc1cc(-c2nnc(SCC(=O)Nc3ccccn3)o2)no1
 : 2%	-12%	1.1%	7%	-11%	4%	4%	7%
CCC(C)C(NC(=O)c1ccccc1NC(=O)c1ccccc1)C(=O)O (stereo not given)
 : /	/	3.1%	/	-6%	-2%	1%	-3%
Cc1c(N)cc[n+](CC(=O)c2ccccc2)c1C
 : -4%	/	1.1%	16%	i	-6%	10%	-6%
N#Cc1ccc(S(=O)(=O)Nc2ccc3ccccc3n2)cc1
 : /	/	1.1%	/	i	7%	?	-3%
COc1ccc(C(=O)Nc2ccc3c4c(cccc24)CC3)cc1
 : 8%	0%	0.4%	13%[38.3 µM]	-8%	-4%	8%	-11%[46.1 µM]
Cc1onc(-c2ccccc2)c1CNC(=O)Nc1ccc(C(F)(F)F)cc1
 : /	/	-0.7%	/	-9%	6%	-9%	37%
Cc1nc(C(=O)NCc2ccccc2)sc1C1(C)CC(c2cccnc2)=NO1 (stereo not given)
 : /	/	-3.4%	/	0%	5%	-4%	-6%
Cc1ccsc1C1C2=C(CCCC2=O)Nc2ncnn21 (stereo not given)
 : -2%	3%	0.9%	16%[38.3 µM]	-3%	-2%	-5%	-11%[46.1 µM]
Cc1ccc(NC2(C(F)(F)F)N=C(c3ccccc3)NC2=O)nc1 (stereo not given)
 : 0%	-18%[1.84 µM]	-0.9%	11%	-9%	-1%	-1%	11%
COc1ccc(CCNC(=O)c2cnccn2)cc1
 : 15%	-11%	6.8%	-3%[38.3 µM]	-5%	13%	-13%	-1%[46.1 µM]
Cc1ccc(-c2cc3c(nn2)-c2ccccc2C3=O)cc1
 : /	/	-1.3%	/	0%	0%	16%	-13%
O=C(O)CP(=O)(c1ccccc1)c1ccccc1
 : -3%	3%	-0.2%	-10%[38.3 µM]	-4%	-6%	5%	4%[46.1 µM]
C#CC[N+]1(CC#Cc2cccc3ccccc23)CCOCC1
 : -3%	/	0.1%	20%	-2%	12%	-6%	-6%
CC(C)c1nnc(NC(=O)CCC(=O)Nc2ccccc2)s1
 : /	/	1.0%	/	6%	2%	9%	29%
COc1ccc(Cl)cc1CN1CCN(c2nc(C)cc(C)c2C#N)CC1
 : -1%	-38%[inhibitor]	0.0%	37%[activator][38.3 µM]	?	6%	?	-10%[46.1 µM]
CC1CN(CCCOc2ccc([N+](=O)[O-])cc2)CC(C)O1 (stereo not given)
 : 4%	-10%	-1.2%	7%	i	2%	-5%	12%
COc1cc(NC(=O)CN2CCC(C)CC2)c(C)cc1[N+](=O)[O-]
 : /	/	-0.9%	/	-7%	/	7%	-3%[46.1 µM]
COc1ccc(CNC(=O)CN2C(=O)C3CCCN3c3ncc(Cl)cc32)cc1 (stereo not given)
 : 2%	?	1.0%	29%[38.3 µM]	i	-2%	?	-10%[46.1 µM]
Cc1ccc2nc(-c3ccc(NS(=O)(=O)c4c(C)n(C)c(=O)n(C)c4=O)cc3)sc2c1
 : /	/	0.1%	/	i	44%[activator]	?	-8%
